Source: PubChem BioAssay (National Center for Advancing Translational Sciences (NCATS))
L3MBTL1 inh: blocks human L3MBTL1; Q9Y468; AlphaScreen L3MBTL1–H3K9me1 peptide binding; Potency, µM (highest dose often 57.1 µM), inactives show at the highest dose activity, negative = inhibition, actives largely listed as inhibitors; actives 0.66% (n = 230,000); active means well fitted inhibition curve with a large enough effect; inconclusive means small, poorly fitted or top-dose-only effect; inactive means no such curve, though single readings can be large or run the other way; further: nearly all actives have a fitted effect of over 60% in size
Target sequence (Q9Y468 whole entry, looked up): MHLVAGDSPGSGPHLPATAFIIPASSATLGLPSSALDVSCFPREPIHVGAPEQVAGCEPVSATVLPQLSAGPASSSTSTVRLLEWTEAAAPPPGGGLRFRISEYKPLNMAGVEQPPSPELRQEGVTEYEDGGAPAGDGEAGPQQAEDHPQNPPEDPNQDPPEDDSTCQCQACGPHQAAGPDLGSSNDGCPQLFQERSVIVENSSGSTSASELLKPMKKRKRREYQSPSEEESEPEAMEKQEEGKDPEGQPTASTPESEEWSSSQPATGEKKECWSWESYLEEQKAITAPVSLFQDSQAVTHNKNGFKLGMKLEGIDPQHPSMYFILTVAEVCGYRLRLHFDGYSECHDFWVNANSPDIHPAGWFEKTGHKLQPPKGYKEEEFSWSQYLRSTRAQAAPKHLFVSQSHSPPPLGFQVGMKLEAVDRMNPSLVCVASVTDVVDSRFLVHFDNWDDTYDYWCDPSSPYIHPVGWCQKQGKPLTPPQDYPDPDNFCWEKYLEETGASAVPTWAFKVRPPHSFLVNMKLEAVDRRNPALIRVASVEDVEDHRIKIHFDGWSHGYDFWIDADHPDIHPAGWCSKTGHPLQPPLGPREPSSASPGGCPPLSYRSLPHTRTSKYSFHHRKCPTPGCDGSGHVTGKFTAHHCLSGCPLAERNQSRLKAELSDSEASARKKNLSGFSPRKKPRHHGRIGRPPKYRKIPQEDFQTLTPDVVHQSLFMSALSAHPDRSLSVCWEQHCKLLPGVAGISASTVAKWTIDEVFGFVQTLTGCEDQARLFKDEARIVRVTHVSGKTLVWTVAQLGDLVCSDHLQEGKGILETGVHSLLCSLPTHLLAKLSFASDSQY
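L3MBTL1 50 nM + b-AHA-H3(1-15)K9me1 75 nM, 30 min RT; compound added, 30 min RT; streptavidin donor/Ni-chelate acceptor beads 10 ug/mL each final, 30 min RT dark; AlphaScreen read.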
The depositor's hits bear a star; ? = inconclusive; [ ] = another dose, or the depositor's remark. On the % scale 0 is the no-effect control and ±100 the full control effect; potency means the concentration at half of the fitted maximal effect.

SMILES	L3MBTL1 inh
COc1ccc(C(=O)NC(C)c2ccncc2)cc1S(=O)(=O)N(C)Cc1ccccc1 (stereo not drawn)	-6.0%
CCOc1ccc(S(=O)(=O)NCCC(=O)N2CC(C)OC(C)C2)cc1 (stereo not drawn)	2.4%
CCOC(=O)C1=CNS(=O)(=O)NC1CCc1ccccc1 (stereo not drawn)	0.5%
Cc1cc(C)cc(NS(=O)(=O)Cc2ccccc2)c1	0.7%
CCC(=O)c1ccc(OCC(=O)OCC(=O)NCC2CCCCC2)cc1	-2.1%
COCCN1C(=O)N(c2ccccc2)C(=O)C1CC(=O)Nc1cc(OC)cc(OC)c1 (stereo not drawn)	5.9%
CC(=O)c1ccc(S(=O)(=O)N2CCN(C(=O)c3ccc(N)c([N+](=O)[O-])c3)CC2)cc1	-3.5%
COC(=O)c1ccc(NC(=O)Cn2nc(C)c3ccccc3c2=O)cc1	2.1%
Cc1cccc(NC(=O)COC(=O)COc2ccc3c(c2)CCC3)c1	-2.3%
Cn1c(-c2ccc(F)cc2)cc2onc(-c3ccccc3Cl)c2c1=O	7.1%
O=C1Cc2cc(NS(=O)(=O)c3cc(F)ccc3F)cc3c2N1CCC3	-6.3%
COc1ccc2c(c1)sc1nc(=O)ccn12	2.7%[2.29 µM]
O=C(NCCC1CCCCN1S(=O)(=O)c1ccccc1)C(=O)NCc1ccc(F)cc1 (stereo not drawn)	-0.8%
CN(C(=O)CSc1nc2ccccc2c(=O)n1-c1ccc(F)cc1)C1CCS(=O)(=O)C1 (stereo not drawn)	4.0%
COc1cc(C(=O)NCCNc2nc3c(C)c(C)ccc3cc2C#N)cc(OC)c1OC	7.2%
CCN(CC(=O)Nc1ccc(OC)cc1)C(=O)c1oc2c(Cl)cccc2c1C	0.8%
CC(=O)Nc1ccc(S(=O)(=O)N2CCN(c3ncccn3)CC2)cc1	2.9%
COc1cccc(NC(=O)CN(C)C(C)C(=O)N2CCCC2)c1 (stereo not drawn)	8.0%
O=C(CSc1nc2nn(-c3ccccc3)c(=O)c-2c2n1CCCCC2)Nc1cccc(F)c1	-6.6%
Cc1ccc(C)c(N2CCN(C(=O)c3ccc4c(=O)n5c(nc4c3)CCCCC5)CC2)c1	-6.6%
Cc1ccc(C(C)C)cc1OCC(=O)Nc1ccc(-n2cnnn2)cc1	-5.0%
Cc1cc(NC(=O)c2ccc(C)c(C)c2)no1	3.2%[2.29 µM]
CCc1cc(C(=O)c2ccc(Br)cc2)c(NC(=O)CN(CC)CC)s1	-5.5%
CC1(C)Oc2ccc3ccc(=O)oc3c2/C(=C/O)C1=O	-0.3%
COc1ccc([C@@]2(C(C)C)ON(c3ccccc3C(F)(F)F)C2=O)cc1	39.7%[activator]
CN(C(=O)COC(=O)c1ccc(=O)n(Cc2ccccc2)n1)C1CCCCC1	-0.5%
C=CCNc1oc(-c2ccc(Cl)cc2)nc1C#N	?
Cc1c(C(=O)N2CCN(C(c3ccccc3)c3ccccc3)CC2)oc2ccccc12	-13.4%
CC(C)(Oc1ccc(Cl)cc1)C(=O)NC1CCN(Cc2ccccc2)CC1	1.1%
O=C1NC(Cc2ccccc2)C(=O)Nc2ccc(Br)cc21 (stereo not drawn)	9.1%

Part of the list above in order of length of the SMILES, lowest first.
SMILES	L3MBTL1 inh
C=CCNc1oc(-c2ccc(Cl)cc2)nc1C#N	?
O=C1NC(Cc2ccccc2)C(=O)Nc2ccc(Br)cc21 (stereo not drawn)	9.1%
COc1cccc(NC(=O)CN(C)C(C)C(=O)N2CCCC2)c1 (stereo not drawn)	8.0%
CCc1cc(C(=O)c2ccc(Br)cc2)c(NC(=O)CN(CC)CC)s1	-5.5%
CC(C)(Oc1ccc(Cl)cc1)C(=O)NC1CCN(Cc2ccccc2)CC1	1.1%
COc1ccc([C@@]2(C(C)C)ON(c3ccccc3C(F)(F)F)C2=O)cc1	39.7%[activator]
Cc1ccc(C)c(N2CCN(C(=O)c3ccc4c(=O)n5c(nc4c3)CCCCC5)CC2)c1	-6.6%

More entries follow:
SMILES	L3MBTL1 inh
CCc1ccc2c(CC(=O)NNC(=O)c3ccncc3)coc2c1	-4.1%
O=C(NCC1CC1)c1cccc2c1C(=O)c1ccc(N3CCCC3)cc1S2(=O)=O	-3.0%
CC(C)CN(C(=O)CSc1nc(N)cc(N)n1)C1CCS(=O)(=O)C1 (stereo not drawn)	-2.7%
COC(=O)[C@@]1(C)[C@H]2C(=O)N(C)C(=O)[C@H]2[C@H]2CN=C(SCc3ccc(C#N)cc3)N21	5.8%
COCCn1c(SCC(=O)NC2CCCC(C)C2C)nc2ccccc2c1=O (stereo not drawn)	-5.7%
O=C(COC(=O)CCC(=O)c1ccc(F)cc1)NCCc1ccccc1	0.8%
O=C1C=C(c2ccccc2C(F)(F)F)C[C@@H](c2ccc3c(c2)OCO3)C1	9.5%
CCCN(Cc1nnc(-c2ccccc2Cl)o1)C(=O)c1ccc(C)c(S(=O)(=O)N2CCOCC2)c1	1.3%
COc1ccc([N+](=O)[O-])cc1NC(=O)C1CCCN1S(=O)(=O)c1cccs1 (stereo not drawn)	-0.1%
COc1ccccc1C(=O)Nc1ccc(OCC(=O)N2CC(C)OC(C)C2)cc1 (stereo not drawn)	-4.1%
CCCC(NC(=O)C(C)Sc1nnnn1C1CC1)c1ccccc1 (stereo not drawn)	4.4%
CCN(C[C@H]1N[C@@](Cc2ccccc2)(C(=O)OC)[C@H]2C(=O)N(C)C(=O)[C@@H]12)C(=O)c1ccc(C(C)(C)C)cc1	?
CCN(CC)C(=O)/C=C/c1ccccc1	33.9%[activator]
Cc1cccc(C)c1NC(=O)CN(C)CC(=O)c1c(N)n(Cc2ccccc2)c(=O)n(C)c1=O	-1.9%
COC(=O)CN1C(=O)[C@H]2[C@@H](/C=C/c3ccccc3)N3C(=O)CN(CC4CC4)C(=O)[C@@]3(Cc3ccccc3)[C@H]2C1=O	-7.0%
Cc1ccc(CNC(=O)c2ccc(N3CCC4(CC3)CC(c3ccccc3)=NO4)c(NC(=O)c3ccccc3)c2)cc1	10.3%
COCCNC(=O)c1onc(CSc2ccccc2)c1C(=O)NCCOC	-1.8%
CCNC(=S)N(CCO)Cc1cc2cc3c(cc2[nH]c1=O)OCO3	1.7%[2.29 µM]
COc1ccc(S(=O)(=O)NCC(=O)Nc2ccc(F)cc2)cc1	0.2%
COc1ccc(N(CC(=O)NCc2cccs2)S(=O)(=O)c2cccc(C)c2)cc1	-4.8%
CC(C)(C)N1C(=O)[C@H]2[C@@H](c3ccc(Br)cc3)N3C(=O)N(c4ccccc4)C(=O)[C@@]3(Cc3ccccc3)[C@H]2C1=O	4.2%
O=C(COC(=O)c1ccc(CO)cc1)Nc1ccc2ccccc2c1	4.3%
CC1(C)NC(=O)N(CC(=O)OCC(=O)c2ccc(Cl)s2)C1=O	-3.3%
COc1ccc(NS(=O)(=O)c2cccc(C(=O)N3CCCCCCC3)c2)cc1	0.5%
COc1ccc(OC)c(Nc2nc(NCc3ccco3)c3ccccc3n2)c1	-10.4%
COc1ccc(S(=O)(=O)N2CCOCC2)cc1NC(=O)/C=C/c1ccccc1	1.0%
Cc1ccc(S(=O)(=O)NCCC(=O)N2CCN(C/C=C/c3ccccc3)CC2)cc1	0.0%
COc1ccc2oc(CS(=O)c3ccccc3)c(C(=O)O)c2c1 (stereo not drawn)	-2.0%
CCOC(=O)[C@H]1[C@H]2COc3cc(OC)ccc3[C@@H]2N2C(=O)CN(Cc3ccco3)C(=O)[C@@]12C	-7.2%
CC(C)c1nnc2n1N=C(c1ccc(Cl)cc1)CS2	0.2%
COc1cccc(CNc2ccc3c(c2)nc(C)n3C)c1OC	-5.3%
Cc1ccc(C(=O)NCc2ccc3c(c2)OCO3)cc1Cl	-1.0%
CC(=O)Nc1ccc(N/C=C/C(=O)c2ccccc2)cc1	-2.1%
CNC[C@H](Cc1cccc2ccccc12)NC[C@H](CCSC)NCC1CCC(C(C)(C)C)CC1 (stereo partly drawn)	-5.3%
COc1ccc(N(CC(=O)NC2CCCCC2C)S(=O)(=O)c2c(C)nn(C)c2C)cc1 (stereo not drawn)	-1.5%
O=C(COCc1ccccc1)N[C@@H]1c2ccccc2CC[C@@H]1OCc1ccccc1	8.0%
COc1ccc([N+](=O)[O-])cc1NC(=O)C(C)OC(=O)Cc1ccc(OC)c(OC)c1 (stereo not drawn)	-0.5%
Fc1ccccc1CN1CCCC(NC2CCC2)C1 (stereo not drawn)	3.1%
COc1ccc(S(=O)(=O)N2CCSCC2)cc1	?
COc1cc(Cl)c(C)cc1NC(=O)CSC1=NCCS1	-0.3%
Cc1ccc(C(=O)CCC(=O)OCC(=O)N(C)c2c(N)n(Cc3ccccc3)c(=O)[nH]c2=O)cc1	3.5%
CCN1C(=NCC(C)C)N[C@@H](c2cccc(C(F)(F)F)c2)C(C(=O)OC)=C1C	21.2%
COC(=O)[C@]1(Cc2ccccc2)N[C@H](CN(C)S(=O)(=O)c2ccc(-c3ccccc3)cc2)[C@@H]2C(=O)N(C)C(=O)[C@@H]21	-9.8%
Cc1ccc(NC(=O)C2CCCN2C(=O)c2cccs2)cc1C (stereo not drawn)	2.3%
O=C(c1cc(Br)ccc1O)N1CCN(S(=O)(=O)Cc2ccccc2)CC1	0.8%
Cc1noc(C)c1NC(=O)Nc1ccc2c(c1)C(=O)N([C@H](C)CO)C[C@H](C)[C@@H](CN(C)C(=O)NC1CCCCC1)O2	-5.6%
CN1CCN(c2nc(-c3ccc(Cl)cc3)cc(=O)[nH]2)CC1	1.2%
COc1ccc(CC(=O)NC2CCS(=O)(=O)C2)cc1 (stereo not drawn)	13.1%
CC1CCCC(C)N1C(=O)COC(=O)c1cc(S(=O)(=O)N2CCOCC2)ccc1Cl (stereo not drawn)	3.9%
Cc1ccc(S(=O)(=O)N2CCCN(C(=O)CNC(=O)c3ccccc3)CC2)cc1	-4.9%
CCN(CC(=O)Nc1cc(Cl)ccc1C)C(=O)C1COc2ccccc2O1 (stereo not drawn)	-7.7%
O=C(CCNC(=O)c1ccccc1Cl)Nc1nc2ccccc2[nH]1	2.8%
COc1cccc(NC(=O)CN(C2=NC3CS(=O)(=O)CC3S2)c2cccc(C)c2)c1 (stereo not drawn)	3.5%
CCSc1ccc([C@@H]2[C@H]3C(=O)N(C)C(=O)[C@H]3[C@]3(C(=O)OC)CCCCN23)cc1OC	-13.4%
O=C(NCCS(=O)(=O)N1CCC2(CC1)OCCO2)c1ccccc1	-7.3%
O=S(=O)(NC1CCN(S(=O)(=O)c2ccc3c(c2)OCCO3)C1)c1c(F)cccc1F (stereo not drawn)	-13.6%
COc1ccc(-c2csc(NC(=O)CS(=O)(=O)c3ccc(F)cc3)n2)cc1OC	-6.1%
Cc1cc(Br)ccc1NC(=O)CN(C)C(=O)C1=COCCO1	1.4%
Cc1ccc(C(=O)NCC(=O)OCCOc2ccccc2Cl)cc1	-0.8%
Cc1ccc(S(=O)(=O)NCc2ccccc2)cc1C(=O)NCCc1ccc(S(N)(=O)=O)cc1	-4.5%
The results go on:
SMILES	L3MBTL1 inh
O=C(OCC(=O)N1N=C(c2ccc(Cl)cc2)CC1c1ccco1)c1cncc(Br)c1 (stereo not drawn)	?
COc1cc(/C=C(\NC(C)=O)C(=O)N2CCCCC2)ccc1OC(C)=O	0.8%
Cc1sc(NC(=O)C2=COCCO2)c(C#N)c1C	8.0%
O=C(COC(=O)c1c[nH]c(=O)[nH]c1=O)Nc1cccc([N+](=O)[O-])c1	3.6%
COC(=O)[C@]1(C)N[C@H](CN(C)C(=O)Nc2ccc(C)cc2)[C@@H]2C(=O)N(C)C(=O)[C@@H]21	9.1%
c1ccc(CC[C@@H]2CC[C@@H](CCc3ccccc3)N2)cc1	3.1%
N#Cc1ccc(OCC(=O)Nc2ccc(N3CCCC3)cc2)cc1	-17.6%
COc1cc(CC(=O)OCC(=O)c2ccc(F)cc2)cc(OC)c1OC	2.4%
COc1ccc([C@H]2CC(=O)C=C(c3ccc(Cl)cc3C)C2)cc1	19.5%
O=c1[nH]c2ccc(S(=O)(=O)Nc3ccc(Cl)cc3)cc2[nH]1	4.1%
O=C(COc1ccc(Br)cc1CO)Nc1ccc(S(=O)(=O)N2CCCC2)cc1	-2.6%
Cc1ccc(S(=O)(=O)N2CCOCC2)cc1NC(=O)COc1ccccc1Cc1ccccc1	-9.1%
CCCn1c(SCC(=O)c2c(N)n(C3CC3)c(=O)[nH]c2=O)nc2cc(S(N)(=O)=O)ccc21	-4.4%
CC(=O)Nc1ccc(S(=O)(=O)NC(C)C(=O)OCCOc2ccc(F)cc2)cc1 (stereo not drawn)	1.8%
Oc1ccc(C[C@@H]2CNCCN2CCc2cc(C(F)(F)F)cc(C(F)(F)F)c2)cc1	?
Cc1ccc(C)c(N2CCN(C(=O)CCC(=O)N3CCOc4ccc(Cl)cc43)CC2)c1	-19.0%
O=C(COc1coc(CN2CCN(c3ccccc3)CC2)cc1=O)Nc1ccccc1F	-7.6%
O=C(c1ccc([N+](=O)[O-])o1)N1CCCCCC1	1.6%
Cc1ccc(OCC(O)CNC2CCCC2)cc1C (stereo not drawn)	-12.2%
O=C(NCCc1nc(-c2ccc(F)cc2)no1)c1ccc(F)cc1	9.9%
CN(C)c1ccc(/C=N/NC(=O)CN2CCCCC2)cc1Br	-0.7%[2.29 µM]
Cc1cc(COC(=O)C2N3C(=O)[C@@H](NC(=O)COc4ccccc4)[C@H]3SC2(C)C)on1 (stereo partly drawn)	1.3%
CCN1Cc2ccccc2-c2ccccc2S1(=O)=O	-3.9%
CCn1cnc2c(NCCc3cccnc3)nc(C#N)nc21	1.4%
COC(=O)c1ccc(Nc2ncnc3c2cnn3-c2cccc(C)c2)cc1	2.4%

Not all compounds are listed (hit frequency here may not be typical).
